Source: PubChem (Sanford-Burnham Center for Chemical Genomics)
DUSP3 inh: VHR1 phosphatase inhibitors, primary screen, biochemical, colorimetric, HTS; Dual specificity protein phosphatase 3 (Homo sapiens), P51452; recombinant VHR phosphatase, colorimetric substrate read-out; inhibition, % at 20 µM; actives 0.7% (n = 50,000); in the data active means inhibition above about 60%; further: some results filed as inactive read as strong as hits
Target sequence (P51452 whole entry, looked up): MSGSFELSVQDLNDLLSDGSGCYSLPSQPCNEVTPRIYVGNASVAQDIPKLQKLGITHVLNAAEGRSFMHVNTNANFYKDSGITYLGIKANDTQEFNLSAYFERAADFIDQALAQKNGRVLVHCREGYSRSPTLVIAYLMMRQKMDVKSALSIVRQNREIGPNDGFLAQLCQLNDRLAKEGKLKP
An asterisk follows results filed as active.

SMILES	DUSP3 inh
COc1cccc(-c2cc(C(=O)Nc3sc(C)c(C)c3C(N)=O)c3ccccc3n2)c1	6.7
C=CCN1C(=O)/C(=C\c2ccc(-c3ccc(C(=O)OCC)cc3)o2)C(=O)NC1=S	7.3
O=C(Nc1ccc(Oc2ccccc2)cc1)C(F)(F)F	1.2
O=C(Nc1ccccc1)c1ccc(CN2CCN(Cc3ccccc3)CC2)cc1	3.8
CCN(CC)c1ccc(C(=O)N2CCN(Cc3ccccc3)CC2)cc1	-39.3
CCOC(=O)CSc1nc2sc3c(c2c(=O)n1C1CCCCC1)CCCC3	-7.0
CCOc1ccc(NC(=O)CN(c2ccc(C)cc2)S(C)(=O)=O)cc1	5.3
N=c1oc2ccc([N+](=O)[O-])cc2cc1-c1nc2ccccc2[nH]1	1.3
Cc1ccc(C)c(OCc2nnc(NC(=O)c3cccs3)s2)c1	14.6
CCOc1ccc(C(=O)c2cccc([N+](=O)[O-])c2)cc1	-16.7

An excerpt of these results, with each value named:
CCN(CC)c1ccc(C(=O)N2CCN(Cc3ccccc3)CC2)cc1
- DUSP3 inh: -39.3

O=C(Nc1ccccc1)c1ccc(CN2CCN(Cc3ccccc3)CC2)cc1
- DUSP3 inh: 3.8

Cc1ccc(C)c(OCc2nnc(NC(=O)c3cccs3)s2)c1
- DUSP3 inh: 14.6

C=CCN1C(=O)/C(=C\c2ccc(-c3ccc(C(=O)OCC)cc3)o2)C(=O)NC1=S
- DUSP3 inh: 7.3

Going on with the list:
SMILES	DUSP3 inh
COc1cccc(C(=O)N2CCN(Cc3ccc(SC)cc3)CC2)c1	-0.1
Cc1ccc(C2Nc3ccccc3NC3=C2C(=O)CC(c2ccccc2)C3)cc1 (stereo unspecified)	-3.4
Fc1ccccc1N1CC(c2ccccc2)C(c2cccs2)=N1 (stereo unspecified)	-10.3
Cc1cc(NC(=O)c2cccc3c(Br)cccc23)ccc1NC(=O)c1ccco1	-2.1
O=C(CCCN1C(=O)c2cccc3cccc(c23)C1=O)Nc1nc(-c2cccc([N+](=O)[O-])c2)cs1	-5.2
C=CCNC(=O)/C(=C\c1ccc(Cl)cc1)NC(=O)c1ccco1	-9.7
O=C(c1ccco1)N(C(=O)c1ccco1)c1cc(C(F)(F)F)ccc1Cl	-9.6
O=C(NC(=S)N1CCOCC1)c1cccs1	-19.5
COc1ccc(-c2csc(-n3[nH]c(C)c(N=Nc4c(C)cccc4[N+](=O)[O-])c3=O)n2)cc1	-15.1
COc1cc(C=NN2CCN(c3ccccn3)CC2)ccc1OCc1ccccc1	-8.4
CCOC(=O)C1=C(O)/C(=C/c2ccc([N+](=O)[O-])cc2)SC1=Nc1ccc(C)cc1	-8.1
Cc1ccc2nc(-c3cccs3)c(NC(=O)c3ccc(Cl)cc3)n2c1	-7.1
CCC1CCc2c(sc3nc(SCC(=O)NCc4ccccc4)n(-c4ccccc4)c(=O)c23)C1 (stereo unspecified)	8.4
NC(=O)c1ccc(NC(=O)NCCCCCCNC(=O)Nc2ccc(C(N)=O)cc2)cc1	-14.0
COc1ccc(Br)cc1/C=C/C(=O)Nc1ccc(C(C)=O)cc1	6.1
CC1=CCN(C(C)(C)C)CC1=O	12.7
O=C(COc1ccccc1)Nc1ccc(Br)c(Cl)c1	4.4
O=C(COc1ccccc1)Nc1ccc2nn(-c3ccc(Cl)cc3)nc2c1	-8.3
O=C1c2ccccc2C(=O)C1(Nc1ccccc1)c1ccc([N+](=O)[O-])cc1	-8.8
CC1CN(CN2C(=O)C(=O)c3ccccc32)CC(C)O1 (stereo unspecified)	-10.4

Five entries from above, set out differently:
| Structure | DUSP3 inh |
| --- | --- |
| N=c1oc2ccc([N+](=O)[O-])cc2cc1-c1nc2ccccc2[nH]1 | 1.3 |
| O=C(Nc1ccc(Oc2ccccc2)cc1)C(F)(F)F | 1.2 |
| O=C(COc1ccccc1)Nc1ccc(Br)c(Cl)c1 | 4.4 |
| Cc1ccc(C2Nc3ccccc3NC3=C2C(=O)CC(c2ccccc2)C3)cc1 (stereo unspecified) | -3.4 |
| NC(=O)c1ccc(NC(=O)NCCCCCCNC(=O)Nc2ccc(C(N)=O)cc2)cc1 | -14.0 |

(cont.)
SMILES	DUSP3 inh
O=C(O)c1cccc2c1NC(c1cccc(Cl)c1Cl)C1CC=CC21 (stereo unspecified)	-4.7
COc1cccc(CN2CCN(Cc3cccnc3)CC2)c1	0.7
O=[N+]([O-])c1ccc(OCC(O)Cn2cnc3ccccc32)cc1 (stereo unspecified)	39.0
CCOc1ccc(N2C(=O)CC(SC(=NC)Nc3ccc4c(c3)OCO4)C2=O)cc1 (stereo unspecified)	2.6
O=C(COc1cccc2ccccc12)NCCO	-13.9
O=C(COc1ccc(Cl)cc1)Nc1ccc(I)cc1Cl	-21.8
O=C1C2C(C(=O)N1/N=C/c1ccc(O)cc1)C1C=CC2C12CC2 (stereo unspecified)	-17.7
O=S(=O)(NCC(c1ccccc1)N1CCNCC1)c1ccc(Cl)cc1 (stereo unspecified)	-10.5
Cc1ccc(C(=O)CCNc2ccc(I)cc2)o1	1.0
CCOC(=O)C1=C(C)NC2=C(C(=O)CCC2)C1c1ccsc1 (stereo unspecified)	-18.6
O=C(Nc1cccc2ncccc12)c1sc2ccccc2c1Cl	95.2
CCc1cccc(C)c1NC(=O)c1ccoc1C	-4.7
O=C(Nc1cccc(Br)c1)c1cccs1	-14.0
CC1CCCC(C)C1NC1=C(Cl)C(=O)c2ccccc2C1=O (stereo unspecified)	-2.5
O=C(c1ccc(I)cc1)N1CCN(c2ccc([N+](=O)[O-])cc2)CC1	-4.8
COc1ccc(N(CC(=O)N2CCCC2)S(=O)(=O)c2ccc(C)cc2)cc1OC	-10.6
C(=NC1=NN(c2ccccc2)CC1)N1CCOCC1	-19.9
COC1(/C(N)=C/C(=O)c2ccccc2)CCCCC1	4.0
CC(NC(=O)Cc1ccccc1)C1COc2ccccc2O1 (stereo unspecified)	14.5
O=C(NC(=S)Nc1ccc2oc(-c3cccc4c(Br)cccc34)nc2c1)c1ccco1	4.1
COc1ccc(CCNC(=O)/C=C/c2ccc(C)cc2)cc1	5.7
CCc1ccc2[nH]cc(C(=O)O)c(=O)c2c1	-4.3
COc1ccc(S(=O)(=O)N/N=C/c2cc3c(cc2Br)OCO3)cc1	-10.1
CC1=C(C(=O)OCc2ccccc2)C(c2cccc(Cl)c2)C2=C(CCCC2=O)N1 (stereo unspecified)	-11.4
Cc1c(C(=O)NCc2ccc3c(c2)OCO3)cccc1[N+](=O)[O-]	7.1
O=C(NC(NC(=S)Nc1ccc(Cl)cc1Cl)C(Cl)(Cl)Cl)c1ccccc1F (stereo unspecified)	5.1
CC(Oc1ccc(Cl)cc1Cl)C(=O)N1CCN(Cc2ccccc2)CC1 (stereo unspecified)	-19.4
O=C(c1cccc(Cl)c1)N1CCN(Cc2cccnc2)CC1	-6.1
CCOc1ccc(Cc2n[nH]c(=S)n2N)cc1	-32.8
CCCCOC(=O)C1=C(C)NC2=C(C(=O)CC(c3ccccc3)C2)C1c1ccco1 (stereo unspecified)	-16.1
CCOc1ccc(Br)cc1/C=C1/C(=O)NN(c2ccccc2)C1=O	14.8
O=[N+]([O-])c1cccc(C2=Nc3ccc([N+](=O)[O-])cc3ON2)c1	-2.6
Cc1ccc2c(c1)c(-c1ccccc1)c(-c1ccccc1)n2CC(O)CN1C(=O)CSC1=O (stereo unspecified)	6.9
COC(=O)C1=C(C(=O)OC)SC(=C2C(=S)C(C)(C)N(C(=O)c3cccc([N+](=O)[O-])c3)c3ccc(OC)cc32)S1	0.3
O=C(Nc1cc(C(F)(F)F)ccc1N1CCCCC1)c1cccc([N+](=O)[O-])c1	5.0
COc1ccc(CC(=O)N2N=C(C)CC2(O)c2ccc(Br)cc2)cc1OC (stereo unspecified)	-5.3
Cc1ccc(C)n1-c1cc(C(=O)O)ccc1O	25.9
O=C(c1cccs1)N1CCCc2ccccc21	-4.3
COC(=O)c1ccc(-n2c(C)cc(/C=C3\NC(=S)NC3=O)c2C)cc1	110.8*
N#CSCCCOc1ccc(Br)cc1	0.0
COc1ccc(S(=O)(=O)Nc2ccc(I)cc2)cc1OC	-4.5
O=C(CCN1C(=O)/C(=C\c2cccs2)SC1=S)N1CCOCC1	-15.3
Cn1c(/N=C/c2ccc3c(c2)OCO3)nc2ccccc21	-23.1
COc1ccc(/C=C2\C(=O)NC(=O)N(c3ccc(C)cc3)C2=O)cc1C(=O)O	-13.0
CCOC(=O)c1c(NC(=O)C23CC4CC(CC(C4)C2)C3)sc(C(=O)Nc2ccccc2F)c1C	19.1
CC1=NN(c2ccccc2)C(=O)/C1=C\c1cccnc1	-4.5
O=C(O)c1ccc(-c2cccc(Br)c2)o1	-0.1
O=c1c(-c2ccc(Cl)cc2)coc2c(CN3CCCCCC3)c(O)ccc12	14.8
CCOc1ccc(C=C2C(=O)N(C)C(=O)N(C)C2=O)cc1Cl	0.8
N#Cc1c(-c2ccco2)c2c([nH]c1=S)CCCC2	20.5
(continued)
SMILES	DUSP3 inh
COc1cc(/C=C2/SC(=S)N(Cc3ccccc3)C2=O)ccc1OC(=O)c1cccs1	-10.7
CC1CC(C)CN(C(=O)c2ccc(Cl)cc2)C1 (stereo unspecified)	11.3
COc1ccccc1NC(=O)C(=O)NNC(=O)c1cccs1	-31.4
COC(=O)c1ccc(C2Nc3ccc4ccccc4c3C3=C2CC(C)(C)CC3=O)cc1 (stereo unspecified)	-5.3
O=C(NC(=S)Nc1ccc(C(=O)N2CCOCC2)cc1)c1cccs1	-1.8
NC(=O)Cc1ccc2sc(-c3ccccc3)nc2c1	0.7
O=C(O)c1ccc(Cl)c(-c2ccc(/C=N\Nc3ccc([N+](=O)[O-])cn3)o2)c1	0.8
Cc1cc(NC(=O)c2ccc(Br)o2)ccc1NC(=O)c1ccccc1	4.6
N#Cc1ccccc1N=C1C(=O)Nc2ccccc21	-22.8
Cc1ccc(N2C(=O)C3C4C=CC(C5CC45)C3C2=O)cc1C (stereo unspecified)	3.2
Cc1ccc(-c2csc(NC(=O)C(F)(F)F)n2)cc1C	9.8
COc1ccccc1N(CC(=O)Nc1cccc(Br)c1)S(=O)(=O)c1ccccc1	-5.6
O=C(O)c1cc2nc3c(c(C(F)(F)F)n2n1)CCc1ccccc1-3	-22.6
Cc1cc(/C=N/n2cnnc2)c(C)n1-c1ccc(Cl)cc1	-7.6
C/C(=N\NC(=O)CNC(=O)COc1ccccc1)c1ccccc1	22.8
COc1cccc(C2/C(=C(\O)c3ccc(Cl)cc3)C(=O)C(=O)N2c2cccnc2)c1 (stereo unspecified)	-0.3
O=[N+]([O-])c1ccc(C=Nc2ccc3c(c2)Cc2cc([N+](=O)[O-])ccc2-3)cc1	-26.2
Cc1cccc(N2CCN(S(=O)(=O)c3ccc([N+](=O)[O-])cc3)CC2)c1C	6.5
COc1ccc(N(CC(=O)Nc2ccc(OC)cc2OC)S(C)(=O)=O)cc1	0.2
O=C(NCCc1nc2ccccc2[nH]1)c1cccc(Br)c1	-4.0
O=S(=O)(O)c1cccc2c(N=Cc3cc(Cl)cc(Cl)c3O)cccc12	-15.9
COc1cccc(C(=O)N2N=C(c3cccc([N+](=O)[O-])c3)CC2(O)C(F)(F)F)c1 (stereo unspecified)	4.1
COCCCNC(=O)/C(=C\c1ccc(-c2ccc(Cl)cc2)o1)NC(=O)c1ccc(C)cc1	-12.1
CC(=O)Nc1ccc(Nc2c3c(c(C#N)c4nc5ccccc5n24)CCC3)cc1	-58.0
C=CCn1c(/C=C(/OC(=O)c2ccccc2)c2ccccc2)nc2ccccc21	6.0
CCOc1ccc(N(CC(=O)Nc2ccc(OC)cc2OC)S(=O)(=O)c2ccc(SC)cc2)cc1	-13.2
CC1(C)c2ccccc2N(CCO)C12C=Cc1cc([N+](=O)[O-])ccc1O2 (stereo unspecified)	-25.7
Cc1cc(C)cc(NC(=O)CN(c2ccccc2)S(C)(=O)=O)c1	11.9
CCOC(=O)c1c(NC(=O)C2CCCCC2)sc(C)c1C	1.7
c1ccc(-c2cc(-c3nc4ccccc4[nH]3)c3ccccc3n2)cc1	12.5
O=C1NC(=O)N(c2ccc(Br)cc2)C(=O)/C1=C/c1cccc([N+](=O)[O-])c1	7.5
O=C(c1ccncc1)N1CCN(Cc2ccccc2C(F)(F)F)CC1	13.6
Cc1cc(C)n(S(=O)(=O)c2ccc(Br)cc2C)n1	-17.6
Cc1csc(NC(=O)c2ccc([N+](=O)[O-])cc2Cl)n1	-26.7
CCOc1ccc(N2C(=O)/C(=C/c3cccc4ccccc34)SC2=S)cc1	-0.8
CCOC(=O)c1ccc(NC(=O)c2ccc(I)cc2)cc1	-9.5
O=C(NCc1ccccn1)C(=O)Nc1nccs1	5.7
COc1cccc(N=Cc2c(O)n(-c3cc(OC)ccc3OC)c(=O)[nH]c2=O)c1	13.0
CCc1cc(=O)oc2cc(C)cc(OCC(=O)c3ccccc3)c12	-4.7
O=C1N=c2ccc(Br)cc2=C1c1sc(=O)n(-c2ccc(O)cc2)c1O	-9.6
Cn1c(=O)c([N+](=O)[O-])c(NCCO)c2ccccc21	10.3
Cc1ccc(N=Cc2ccccc2OCc2ccccc2)cc1C	-6.2
COC(C(=O)Nc1ccc(Br)cc1C(=O)c1ccccc1)c1ccccc1 (stereo unspecified)	14.7
COc1cccc(C2NC(=O)NC(C)=C2C(=O)Nc2ccc(C)cc2)c1OC (stereo unspecified)	-24.3
CNc1c([N+](=O)[O-])cnc2c1c(=N)nc1ccccn12	-1.6
CCCOC(=O)c1ccc(NC(=O)c2cc(Cl)c(OC)c(Cl)c2)cc1	-10.8
Cc1cc(/C=N/NC(=O)c2ccccn2)c(C)n1-c1cccc(Cl)c1	-7.7
NS(=O)(=O)c1ccc(N=Cc2ccc[nH]2)cc1	-2.2
COC(=O)C1=C(C)NC2=C(C(=O)CCC2)C1c1ccc(OC)cc1OC (stereo unspecified)	5.3
N#CC1=C(N)SC(N)=C(C#N)C1c1ccc(Cl)cc1	13.6

Structures from the list above that have an aryl thioether with sulfur outside any ring (four):
SMILES	DUSP3 inh
CCOC(=O)CSc1nc2sc3c(c2c(=O)n1C1CCCCC1)CCCC3	-7.0
COc1cccc(C(=O)N2CCN(Cc3ccc(SC)cc3)CC2)c1	-0.1
CCC1CCc2c(sc3nc(SCC(=O)NCc4ccccc4)n(-c4ccccc4)c(=O)c23)C1 (stereo unspecified)	8.4
CCOc1ccc(N(CC(=O)Nc2ccc(OC)cc2OC)S(=O)(=O)c2ccc(SC)cc2)cc1	-13.2

Not all compounds are listed; the hit share may differ from the screen's.
